KOR beta-arrestin-1: kappa opioid receptor blockers – cell-based, luminescence, uHTS (AID 1778). KOR beta-arrestin recruitment, luminescence, antagonist mode; higher % means a stronger effect. inhibition, % at 10 µM, or IC50 in µM where a hit was titrated. hit rate 0.091% among 290,000; note: strong numbers were not always called active
GPR55 LPI antagonism: GPR55 antagonists blocking LPI-driven arrestin recruitment, primary screen, imaging, U2OS, beta-arrestin-GFP, LPI agonist (AID 2013); U2OS GPR55 beta-arrestin-GFP translocation imaging, LPI antagonism; higher % means a stronger effect; inhibition, % at 10 µM; hits with a dose series show IC50 in µM; hit rate 0.13% among 290,000;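 active = spots per cell inhibited over 60%, with over 100 cells counted and total cytoplasm intensity under 500,000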;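 note: U2OS cells stably carrying GPR55 and arrestin-GFP stimulated by 5 µM LPI near EC80; imaged beta-arrestin-GFP aggregate spots per cell after agonist stimulation; plate controls were LPI-stimulated DMSO wells for no effect and DMSO wells without LPI for full effect; some results filed as inactive read as strong as hits; confirmed hits need IC50 under 10 µM and bright autofluorescent wells are also inconclusive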
NOD2 inhibition: NOD2 signaling inhibitors, cell-based, luminescence, uHTS, HEK293 (AID 1566); one-dose inhibition, % at 4 µM; EC50 in µM for titrated hits; HEK293 NOD2/NF-kB luciferase reporter, luminescence; higher % means a stronger effect; hit rate 0.63% among 290,000; note: many of its hits are not listed in these tables
SV40 large T antigen: TAg ATPase/helicase activity blockers – biochemical (AID 1903); SV40 large T antigen ATPase/helicase inhibition assay; higher % means a stronger effect; inhibition, % at 20 µM, or IC50 in µM where a hit was titrated; hit rate 0.39% among 310,000; in the data active = a potency from the dose series; note: strong numbers were not always called active
NOD1 NF-kB reporter: NOD1 signaling inhibitors, primary screen, cell-based, luminescence, uHTS (AID 1578). hit rate 1% among 290,000. one-dose inhibition, % at 4 µM; EC50 in µM for titrated hits. NOD1-driven NF-kB luciferase reporter cells, luminescence; higher % means a stronger effect; in the data active = inhibition mostly above about 36%, no sharp cut-off; inactive = mostly below about 34%;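 note: HEK-293T reporter cells stimulated with the NOD1 agonist gamma-tri-DAP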
GPR55 activation: selective activators of receptor GPR55 – imaging, U2OS cells, beta-arrestin-GFP redistribution, primary screen (AID 1961) | U2OS GPR55 beta-arrestin-GFP redistribution imaging; higher % means a stronger effect | activation, % at 10 µM; hits with a dose series show EC50 in µM | hit rate 0.048% among 290,000;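 active = activation above 40% with more than 50 cells counted in the well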;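 note: U2OS osteosarcoma cells stably expressing GPR55 and beta-arrestin-GFP; plate controls were DMSO negative control for no effect and LPI positive control for full effect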
MgcRacGAP inhibition: MgcRacGAP GTPase-activating activity inhibitors, confirmation, biochemical, ADP Hunter fluorescence | MgcRacGAP-stimulated Rac1 GTP hydrolysis, ADP Hunter fluorescence; higher % means a stronger effect; GST-tagged Rac1 F28L mutant substrate | inhibition, % at 30 µM; hits with a dose series show IC50 in µM | hit rate 0.6% among 340,000 | AID 624330;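 active = first-screen hits whose inhibition reached a set limit at any dose in the follow-up dose series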;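 note: fluorescence reports GDP produced by GAP-driven GTP hydrolysis; strong numbers were not always called active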
HIV peptide binding: inhibitors of HIV fusion peptide binding, primary screen, biochemical, uHTS, fluorescence dequenching (AID 1986); cell-free peptide binding, fluorescence dequenching, 30 min; higher % means a stronger effect; one-dose inhibition, % at 20 µM; IC50 in µM for titrated hits; hit rate 0.3% among 290,000; in the data active = inhibition mostly above about 52%, no sharp cut-off; inactive = mostly below about 76%; note: some results filed as inactive read as strong as hits
KOR beta-arrestin-2: KOR agonists, beta-arrestin recruitment, primary screen, cell-based, luminescence, uHTS (AID 1777); KOR beta-arrestin recruitment, luminescence; higher % means a stronger effect; activation, % at 10 µM; hits with a dose series show EC50 in µM; hit rate 0.02% among 280,000; in the data active = activation above about 50%, passing the limit was not always enough; note: a part of the inactive calls stands beside numbers as strong as those of hits
Numbers without * were called inactive; . = no result given; [ ] = dose if it differs, or a comment. Cut-off read from the data, not from the text of the source, unless noted: active = inhibition above about 50%; inactive = the rest. Not all compounds are listed, so the mix of outcomes need not match the whole.

structure	KOR beta-arrestin-1	GPR55 LPI antagonism	NOD2 inhibition	SV40 large T antigen	NOD1 NF-kB reporter	GPR55 activation	MgcRacGAP inhibition	HIV peptide binding	KOR beta-arrestin-2
Cc1nn(C(C)C(=O)O)c(=O)c2ccccc12 (configuration not stated)	0.7%	-8.4%	18.8%	0.1%	-8.6%	-0.1%	7.7%	0.4%	-3.0%
CCCCN(CCCC)CC(O)CN(c1cc([N+](=O)[O-])ccc1OC)S(=O)(=O)c1ccccc1 (configuration not stated)	8.4%	-6.7%	7.7%	3.6%	-5.5%	-0.3%	0.1%	-2.1%	1.3%
CS(=O)(=O)N(CC(=O)NCCSCc1ccco1)c1ccc(Cl)cc1	-8.7%[20 µM]	15.6%	-0.9%	28.8%	-21.2%	-0.1%	5.6%	1.8%	.
O=C1/C(=C\c2ccc(C(F)(F)F)cc2)CSc2sccc21	8.7%	-1.6%	8.2%	-1.2%	-0.2%	-0.4%	9.2%	-0.5%	1.2%
CCOc1ccc(CNC(=O)C2Cc3cc(S(=O)(=O)N4CCCC4)ccc3N2C(C)=O)cc1 (configuration not stated)	-12.9%	9.6%	9.1%	3.6%	-24.1%	-0.2%	-3.1%	-0.2%	1.5%
CCOc1cc(-c2nc(C)c(C(C)=O)n2O)ccc1OCC(=O)Nc1cccc(C)c1	-35.0%	-18.6%	-2.8%	7.2%	-25.4%	0.6%	6.4%	1.0%	1.3%
Cc1ccc(C)c(-n2cc(CN3CCCN(C=O)CC3)c(-c3ccccc3)n2)c1	-24.8%	-3.1%	-9.6%	5.3%	-19.3%	-0.2%	6.4%	-1.0%	0.7%
Cc1cc(C(=O)N2CCCC(Nc3ccc(C(C)C)cc3)C2)nn1C (configuration not stated)	9.2%	2.3%	13.3%	16.2%	-10.4%	0.3%	4.7%	0.5%	0.0%
CN(C)S(=O)(=O)c1ccc(NC(=O)CCNC(=O)c2ccco2)cc1	10.1%	-11.8%	0.0%	-1.4%	-20.2%	-0.1%	-0.5%	-0.8%	0.2%
COC(=O)c1ccc(Oc2ccc3nncn3n2)cc1	0.9%	8.6%	15.6%	-2.7%	-13.3%	0.0%	-5.7%	0.4%	-6.3%
Cc1cc(NC(=O)CSc2nc3ccsc3c(=O)n2CCCCC(=O)O)no1	-2.9%	0.3%	3.1%	1.6%	3.9%	0.0%	3.9%	0.3%	-0.4%
Cc1ccc(Nc2c(-c3ccc(C)o3)nc3cnccn23)cc1	24.1%	-2.0%	-25.3%	15.9%	-9.7%	-0.2%	5.2%	-0.1%	-1.1%
Cc1ccc(/C=N/Nc2cc(C)nc(N3CCOCC3)n2)cc1	-11.4%	0.8%	-13.1%	9.6%	-5.4%	-0.3%	5.5%	0.1%	.
COc1ccc(C2NC(c3ccc(OC)cc3)C([N+](=O)[O-])C(C)(C)C2[N+](=O)[O-])cc1 (configuration not stated)	8.6%[20 µM]	14.6%	-8.5%	.	-27.6%	0.3%	1.9%	1.0%	.
COC(=O)C1CCN(C(=O)c2ccccc2NC(C)=O)CC1	9.6%	7.1%	14.2%	18.2%	-13.4%	0.2%	4.0%	0.7%	-4.1%
CCOC(=O)CSc1nc2c(sc3ccc([N+](=O)[O-])cc32)c(=O)n1Cc1ccco1	19.2%	1.7%	-3.4%	-4.7%	-18.3%	0.5%	9.2%	7.2%	-2.3%
CC1(c2nnc(-c3ccccc3)o2)CC(c2ccncc2)=NO1 (configuration not stated)	16.3%	1.4%	13.5%	7.2%	0.3%	0.4%	-1.8%	-0.3%	3.7%
COc1cc2[nH]c(=O)n(CCCCCC(=O)N3CCN(c4ccccc4)CC3)c(=O)c2cc1OC	5.9%	-5.2%	1.3%	8.8%	-16.1%	0.3%	9.5%	-0.2%	-3.8%
O=C(c1ccccc1-c1nc(-c2ccccc2)no1)N1CCCC1	26.3%	-3.1%	-40.0%	-0.3%	-35.0%	0.2%	0.4%	1.7%	-1.3%
O=C(c1c[nH]c2ccc(F)cc2c1=O)N1CCCCCC1	-2.6%	18.3%	-22.2%	27.5%	-14.7%	-0.2%	11.3%	-2.0%	1.8%

Sorted by number of heavy atoms (lowest first): 7 of the compounds above
structure	KOR beta-arrestin-1	GPR55 LPI antagonism	NOD2 inhibition	SV40 large T antigen	NOD1 NF-kB reporter	GPR55 activation	MgcRacGAP inhibition	HIV peptide binding	KOR beta-arrestin-2
O=C(c1c[nH]c2ccc(F)cc2c1=O)N1CCCCCC1	-2.6%	18.3%	-22.2%	27.5%	-14.7%	-0.2%	11.3%	-2.0%	1.8%
CC1(c2nnc(-c3ccccc3)o2)CC(c2ccncc2)=NO1 (configuration not stated)	16.3%	1.4%	13.5%	7.2%	0.3%	0.4%	-1.8%	-0.3%	3.7%
O=C(c1ccccc1-c1nc(-c2ccccc2)no1)N1CCCC1	26.3%	-3.1%	-40.0%	-0.3%	-35.0%	0.2%	0.4%	1.7%	-1.3%
CN(C)S(=O)(=O)c1ccc(NC(=O)CCNC(=O)c2ccco2)cc1	10.1%	-11.8%	0.0%	-1.4%	-20.2%	-0.1%	-0.5%	-0.8%	0.2%
Cc1cc(NC(=O)CSc2nc3ccsc3c(=O)n2CCCCC(=O)O)no1	-2.9%	0.3%	3.1%	1.6%	3.9%	0.0%	3.9%	0.3%	-0.4%
Cc1ccc(C)c(-n2cc(CN3CCCN(C=O)CC3)c(-c3ccccc3)n2)c1	-24.8%	-3.1%	-9.6%	5.3%	-19.3%	-0.2%	6.4%	-1.0%	0.7%
COc1cc2[nH]c(=O)n(CCCCCC(=O)N3CCN(c4ccccc4)CC3)c(=O)c2cc1OC	5.9%	-5.2%	1.3%	8.8%	-16.1%	0.3%	9.5%	-0.2%	-3.8%

Next section.
structure	KOR beta-arrestin-1	GPR55 LPI antagonism	NOD2 inhibition	SV40 large T antigen	NOD1 NF-kB reporter	GPR55 activation	MgcRacGAP inhibition	HIV peptide binding	KOR beta-arrestin-2
CC1CCN(CCC(=O)Nc2ccc3c(c2)OCCO3)CC1	22.2%	0.7%	-3.5%	3.3%	-17.3%	1.1%	.	-0.3%	-2.2%
Cc1ccc(-n2[nH]c(C)c(C=Nc3ccc(C)cn3)c2=O)cc1	-3.2%	7.1%	-4.4%	-6.1%	-31.8%	-0.1%	1.0%	-2.1%	0.9%
COc1ccc(C(=S)N2CCC(C(N)=O)CC2)cc1Br	-11.0%	12.8%	-4.4%	8.8%	-29.2%	-0.3%	5.8%	-0.7%	5.9%
Cc1ccc(CC(=O)Nc2nccs2)cc1	-7.6%	-2.0%	9.4%	2.1%	-25.4%	0.5%	13.0%	0.9%	8.1%
NS(=O)(=O)c1ccc(N2N=C(c3ccccc3)CC2c2cccc(F)c2)cc1 (configuration not stated)	1.4%	20.9%	-45.5%	7.4%	2.9%	-0.4%	9.0%	1.5%	6.0%
COc1cc(OC)c2ccc(=O)oc2c1C(CCN1CCCC(C)C1)c1ccc2c(c1)OCO2 (configuration not stated)	-10.3%	13.3%	12.6%	7.4%	-5.6%	0.0%	4.5%	1.3%	4.6%
